# Pf Dd2 growth = qHTS Primary assay for Inhibitors of Plasmodium falciparum Dd2 growth in vitro; Potency, µM (top dose mostly 28.9 µM), for inactives: at the highest dose activity, negative = inhibition, usual class: inhibitors; P. falciparum Dd2 growth, SYBR Green, 72 h; hit rate 4.3% among 120,000; AID 1347417, 2020; active = well fitted inhibition curve with a large enough effect; inconclusive = small, poorly fitted or top-dose-only effect; inactive = no such curve, though single readings can be large or run the other way;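 note: plate controls were DMSO vehicle for no effect and reference drug for full effect; nearly all actives have a fitted effect of over 65% in size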
#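 Infected erythrocytes (Dd2, 0.3% parasitemia, 2.5% hematocrit final) are added to compound in RPMI-1640/Albumax II medium, grown 72 h at 37C in low oxygen, then lysed with saponin/Triton-X containing SYBR Green and read by fluorescence.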
# An asterisk follows results filed as active; i = inactive; u = inconclusive; [ ] = dose if it differs, or a comment. Potency is the fitted concentration of half-maximal effect. Some of the compounds tested. The share of hits here may be higher or lower than overall.
No. | SMILES | Pf Dd2 growth
1 | O=C(c1ccc(-n2cnnn2)cc1O)N1CCCC(CCc2ccc(F)cc2)C1 (configuration not stated) | 13µM*
2 | CCCN(C(=O)C(=O)Nc1ccc2nc3n(c(=O)c2c1)CCCCC3)c1ccc(OCC)cc1 | -16%
3 | COCCCNC(=O)C1c2ccccc2C(=O)N(C2CCCC2)C12CCCCC2 (configuration not stated) | -18%
4 | COc1ccc(-c2cc(N3CCN(C(=O)Cc4ccc(C)cc4)CC3)n[nH]2)cc1 | u
5 | O=C(C1CC1)N(C1CCOCC1)C1CCN(S(=O)(=O)c2cc(F)cc(F)c2)CC1 | i
6 | O=C(c1cc(F)ccc1F)N1CCCCCC1c1nnc(-c2ccccc2)o1 (configuration not stated) | i
7 | CN(C)Cc1nnc(C2CC(NC(=O)CSCC3CC3)C2)n1C (configuration not stated) | 4%
8 | O=C(NCc1ccc(F)cc1)c1ccc(N2CC3CC(C2)[C@H]2CCCC(=O)N2C3)nc1 (some centres not stated) | -2%
9 | O=C(NC1CCCCC1)C1CN(C(=O)c2ccc(Br)o2)CC12CCOCC2 (configuration not stated) | -5%
10 | COc1cc(OC)cc(N2C(=O)N(CC(=O)c3ccc(F)cc3)c3ccccc3S2(=O)=O)c1 | 8.9µM*
11 | Clc1cnccc1CN1CCNc2cc(-c3ccccc3)ncc2C1 | u
12 | COCCCNc1oc(-c2ccc(COc3ccc(Cl)cc3)o2)nc1C#N | u
13 | Cc1cccc(CN2CCN(CC(=O)NCCc3ccc(Cl)cc3)C2=O)c1 | 11%
14 | Cc1ccc2c(CC(=O)Nc3cccc(Cl)c3C)coc2c1 | -7%
15 | COc1c[nH]c(CN2CCCC(Nc3ccc(C(C)C)cc3)C2)cc1=O (configuration not stated) | -6%
16 | CCOC(=O)C1=C(CS(=O)(=O)c2cccc(C(F)(F)F)c2)NC(=O)NC1c1cccc(OC)c1 (configuration not stated) | -23%
17 | CC[C@H]1CN2CC[C@H]1C[C@@H]2CNC(=O)Nc1ccccc1 | i
18 | CS(=O)(=O)N1C[C@H]2CCN(C(=O)c3ccc4cc[nH]c4c3)C[C@H]21 | 18%
19 | COCCC(=O)N1CCCC(c2nc(CCOc3cccc(C)c3)no2)C1 (configuration not stated) | -8%
20 | CCC(=O)N1CCC(Oc2nccnc2N2CCOCC2)C1 (configuration not stated) | 34%[activator]

# Following part.
No. | SMILES | Pf Dd2 growth
21 | CN1CCN(C(=O)[C@@H]2C[C@H](C(=O)O)CN(Cc3cccc(F)c3)C2)CC1 | -8%
22 | Cc1cc(S(=O)(=O)N2CCCN(C)c3ccccc32)ccc1F | -3%
23 | COCCN1C(=O)[C@H]2CN(Cc3cccc(C)c3)C[C@H]2C1=O | -24%
24 | Cn1cc(C(=O)NCC2CN(C(=O)c3cc4ccccc4n3C)CC23CN(c2ccccc2)C3)cn1 (configuration not stated) | i
25 | Cc1ccc(-n2c3c(cc(-c4nc(-c5ccc(Cl)cc5)cs4)c2=O)C(=O)CC(C)(C)C3)cc1C | 10%
26 | COc1ccc(CN2CCC3(CC(C)=NO3)C2)cc1 (configuration not stated) | -12%[44.1 µM]
27 | COC(=O)[C@@H]1Cc2c([nH]c3ccccc23)[C@H]2C[C@@H](NCc3cccnc3)C[C@@H](c3ccc(OC(F)(F)F)cc3)N21 | u
28 | COc1ccc(CCN2CC(NCc3ccc4c(c3)OCCO4)CC2=O)cc1 (configuration not stated) | u
29 | Cc1c(Cl)c(C(=O)N2CCCC(C)(Cc3ccc4c(c3)OCO4)C2)nn1C (configuration not stated) | -5%
30 | CCc1nc2ccc(C(=O)NCCc3ccccc3OC)cc2nc1CC | 4%
31 | COc1ccc(C(=O)NC2(C(F)(F)F)C(=O)NC(C)=C2C#N)cc1 (configuration not stated) | u
32 | Cc1ccccc1CN1CC[C@H](c2nnc(-c3cncn3C)o2)C1 | 0%[44.1 µM]
33 | CCOc1ccc(/C=C/C(=O)Nc2sc3c(c2C(=O)OC)C(C(=O)OC)CC3)cc1 (configuration not stated) | -5%
34 | COCCN1C(=O)c2[nH]nc(-c3cc(C)ccc3O)c2C1c1ccc(C(C)C)cc1 (configuration not stated) | 8.9µM*
35 | CCCc1cc(C(=O)N2CCN(C)C3(CCC(=O)N(CC)CC3)C2)n(C)n1 (configuration not stated) | 13%
36 | O=C(CN1CC2CC(C1)[C@H]1CCCC(=O)N1C2)N1CCc2ccccc21 (some centres not stated) | -11%
37 | CCOc1cc2[nH]c(=O)n(CCCC(=O)N3CCN(c4cccc(Cl)c4)CC3)c(=O)c2cc1OCC | u
38 | Cc1ccc(NC(=O)N(C)CC2CCOC2)cc1 (configuration not stated) | i[5.79 µM]
39 | Cn1cc(C(=O)N2CCCCCCNC(=O)[C@@H]3C[C@@H](c4nc(Cc5ccccc5)no4)C[C@@H]32)cn1 | -2%
40 | CCOc1ccc2nc(N3CCCC(C(=O)Nc4ccc(CC)cc4)C3)sc2c1 (configuration not stated) | -23%

# Continued:
No. | SMILES | Pf Dd2 growth
41 | COc1ccc(NC(=O)CN2CCN(Cc3ccc(F)cc3)S2(=O)=O)cc1Cl | i
42 | COCC(=O)N[C@H]1C[C@@H](Cc2cc(-c3ccc(OC)cc3)on2)C1(C)C | 2µM*
43 | CCS(=O)(=O)N1CCc2cc(C(=O)NCCc3ccccc3)ccc21 | 30%
44 | Cc1ccc(NC(=O)N2CCC(N3CC4CC(C3)[C@H]3CCCC(=O)N3C4)CC2)cc1 (some centres not stated) | 3%
45 | COc1cc(C(CC(=O)Nc2ccc(C)c(F)c2)N2Cc3ccccc3C2=O)cc(OC)c1OC (configuration not stated) | -21%
46 | Cc1ccc(C2Cn3nnc(-c4nc(-c5cccc(Cl)c5)no4)c3CO2)c(C)c1 (configuration not stated) | -6%
47 | COc1ccc(CN2Cc3cc(NC(=O)Cc4ccc(F)cc4)ccc3OCC2=O)c(OC)c1 | i
48 | CCc1cc(=O)n(CC(=O)Nc2ccc(OC)c(OC)c2)c(-c2cccc(F)c2)n1 | i
49 | O=C(NCCc1csc2nc(-c3ccc(F)cc3)nn12)c1cccc(C(F)(F)F)c1 | 49%[activator][5.79 µM]
50 | CCN(CC)Cc1cnc2c(C(=O)NC3(C(N)=O)CCCC3)cnn2c1 | -2%
51 | Cc1cccc(Cc2c(C)nc3nc(SCc4ccccc4F)nn3c2C)c1 | u
52 | COc1ccc(-c2ccc(CCC(=O)O)n2-c2cc(Cl)ccc2O)cc1 | u
53 | COCc1nncn1C1CCN(C(=O)c2ccc(F)c(Cl)c2)CC1 | -10%
54 | COc1cc(OC)cc(C(=O)Nc2ccc3c(c2)CN(Cc2ccccc2)C(=O)C(C)O3)c1 (configuration not stated) | -5%
55 | Nc1nonc1C(=O)NCCNCc1ccc(Cl)c(Cl)c1 | u
56 | COc1ccc(-c2cc(C(=O)N3C[C@@H](Oc4ccccc4)C[C@H]3C(=O)NC3CC3)[nH]n2)cc1 | u
57 | COc1ccc(-c2nc3ccccc3s2)cc1NC(=O)c1cccc(F)c1 | 22%
58 | COc1ccc(-c2noc([C@@H](C)NCc3ccc(C#N)cc3)c2C(=O)O)cc1 | 1%[44.1 µM]
59 | CC[C@H]1CN(C(=O)c2ccccc2)CC[C@H]1CC(=O)N1CCC(C(N)=O)CC1 | -15%[44.1 µM]
60 | CS(=O)(=O)N1CCOc2ccc(CCC(=O)NC3CCS(=O)(=O)C3)cc2C1 (configuration not stated) | 19%

# (more compounds)
No. | SMILES | Pf Dd2 growth
61 | COc1cccc(CN2CCOC3CCN(Cc4cccc(F)c4)CC3C2=O)c1 (configuration not stated) | u
62 | Cc1cc(N2CCC3(CC2)CC(c2ccccc2)C(=O)N3C)ncn1 (configuration not stated) | 3%
63 | O=C(O)c1cc(Br)cc(S(=O)(=O)N2CCOCC2)c1 | -1%
64 | COc1cccc(CNC(=O)N2CCC(c3cc(-c4cccc(OC)c4)n[nH]3)CC2)c1 | -19%
65 | O=C(CN1CCCc2nc(C3CC3)ncc2C1=O)NCCCN1CCc2ccccc2C1 | i
66 | CCOC(=O)c1c(S(=O)(=O)N2CCCC(C(=O)Nc3ncccc3C)C2)c(C)n(C)c1C (configuration not stated) | i
67 | Cc1ccc2[nH]c(=O)c3cc(C(=O)N4CCN(c5ccccc5F)CC4)sc3c2c1 | 12%
68 | O=C(c1ccc2cc[nH]c2c1)N1CCC(Cc2nncn2CC2CC2)C1 (configuration not stated) | i
69 | Cn1cc(CN2C[C@H](C(=O)Nc3ccccn3)C[C@@H]2c2cccc(C(F)(F)F)c2)cn1 | -23%[44.1 µM]
70 | CCN(C(=O)CCC(=O)NCCc1noc(-c2cccnc2)n1)c1ccccc1 | -3%
71 | CC(=O)Nc1ccc(NC(=O)CN2C(=O)CC(c3ccco3)Sc3ccccc32)cc1 (configuration not stated) | 16%
72 | CCCS(=O)(=O)N1CC(Oc2ccccc2-c2noc(C)n2)C1 | 18%
73 | COc1ccccc1-c1cc(NCCc2ccccn2)c2onc(C)c2n1 | -24%[44.1 µM]
74 | O=C(NCc1ccc(F)cc1)c1nnc(Cc2cccc(F)c2)o1 | -24%[0.594 µM]
75 | COCc1nc2nccc(-c3ccc(Br)s3)n2n1 | -5%
76 | O=C(NC1CCN(c2cc(-c3ccccc3)[nH]n2)C1)c1ccc(F)c(Cl)c1 (configuration not stated) | i
77 | O=C(NC1CCN(c2cc(-c3cccs3)[nH]n2)C1)c1cccnc1 (configuration not stated) | i
78 | CS(=O)(=O)N1CC(c2nc(Cc3ccccc3)no2)C1 | -17%
79 | O=C(NCC1CCCO1)N1CCc2c(nc3cc(-c4ccccc4Cl)[nH]n3c2=O)C1 (configuration not stated) | i
80 | O=c1c2nc(NCc3ccccc3)ccc2ncn1Cc1ccccc1 | i

# Following part.
No. | SMILES | Pf Dd2 growth
81 | COc1cc(Cl)ccc1C(=O)N[C@@H]1CN(c2ncccn2)C[C@H]1CN(C)C | u
82 | COc1ccc(OC2CCN(C(=O)C3CC3)CC2)c(C(=O)N2CCCCO2)c1 | -22%
83 | COc1ccc(C(=O)N2CCN(C(=O)c3nnn4c3COC(c3ccccc3)C4)CC2)c(C)c1 (configuration not stated) | -2%
84 | Cc1ccc(CN(Cc2cccn2-c2nnc(N3CCCC3=O)s2)C(=O)Nc2ccc(F)cc2)cc1 | u
85 | O=C(Cn1cc(S(=O)(=O)Cc2ccccc2F)c2ccccc21)NCc1ccccc1Cl | i
86 | CCN(Cc1ccccc1)C(=O)Cn1ncc2c(=O)oc3ccc(C)cc3c21 | -3%
87 | CCn1c(C)c(CN2CCc3nc(N4CCN(C)CC4)[nH]c(=O)c3CC2)c2ccccc21 | -20%[5.79 µM]
88 | Cc1ccccc1C(=O)N1CCC(n2cnnc2C2CC2)CC1 | 22%
89 | CCn1c(CO)nnc1C1CC(NC(=O)Cc2c(C)[nH]c(=O)[nH]c2=O)C1 (configuration not stated) | 1%
90 | COc1ccc(CCN2CCC(CN(C)C(=O)C3CCCCO3)CC2)cc1 (configuration not stated) | -11%
91 | O=C(NCCCN1CCN(c2ccc(F)cc2)CC1)c1cnn(-c2ccc(F)cc2)c1-n1cccc1 | u
92 | O=C(COc1ccccc1)N1C[C@@H]2C[C@H](C1)c1c(NS(=O)(=O)c3ccccc3)ccc(=O)n1C2 | -25%
93 | CC(=O)N1CCC(N2CCC[C@H]2c2nc(-c3ccnc(N4CCC(C(N)=O)CC4)c3)no2)CC1 | i
94 | CC(C)CC(=O)N1CCC(Oc2nccnc2N(C)C)C1 (configuration not stated) | 5%
95 | COc1cccc(NC(=O)Cn2c(-c3nonc3N)nc3ccccc32)c1 | 125%[activator]
96 | COc1cc(NC(=O)Cn2c(=O)n(Cc3ccco3)c(=O)c3oc4ccccc4c32)cc(OC)c1 | u
97 | Cc1c(C2=CCN(S(=O)(=O)c3ccc(CC(C)C)cc3)CC2)c2ccccc2n1CC(=O)N1CCCC1 | i
98 | COCCc1nncn1C1CCN(S(=O)(=O)c2ccc(OC)cc2)CC1 | 11%
99 | COc1cc(OC)cc(C(=O)N[C@@H]2COCC[C@@H]2Oc2cccc(F)c2)c1 | 10%
100 | CN(C)C(=O)c1cnn2ncccc12 | u

# Next records:
No. | SMILES | Pf Dd2 growth
101 | CC[C@H]1CN2CC[C@H]1C[C@@H]2CNC(=O)Nc1cc(OC)cc(OC)c1 | i
102 | Cc1nn(CC(=O)N2CCN(c3cccc(C(F)(F)F)c3)CC2)c(=O)c2cccn12 | i
103 | Fc1ccc(Nc2nc3ccccc3n3cnnc23)c(F)c1 | 32%[activator]
104 | COc1cccc(CN2CCOC3(CCN([S+](=O)([O-])c4ccccc4)CC3)C2=O)c1 | -13%[44.1 µM]
105 | C[C@]1(CO)C2CC[C@@H](O)[C@@H](CC(=O)N3CCCC3)[C@]2(C)CC[C@H]1OC(=O)Nc1ccccc1 (some centres not stated) | 8.9µM*
106 | Cc1ccc(CN2CCN(c3cc(C)nc(N)n3)CC2CCO)cc1 (configuration not stated) | u
107 | COc1ccc(NC(=O)c2cccn2-c2nnc(N3CCCCC3)s2)cc1Cl | 6%
108 | CC1(c2noc(-c3ccccn3)n2)CCN(C(=O)CCC(=O)N2CC(=O)Nc3ccccc32)CC1 | -17%
109 | COc1ccc(C2c3c(n(C)c4ccccc34)C(=O)N2CC(=O)Nc2cccc(Cl)c2)cc1 (configuration not stated) | u
110 | Cc1noc(C)c1S(=O)(=O)N1CC(N(C)Cc2cccnc2)C1 | -14%

# Screening data deposited in PubChem BioAssay by National Center for Advancing Translational Sciences (NCATS).
